Compound activity from PubChem BioAssay.
TSG101-PTAP inh – TSG101-PTAP interaction inhibition, HIV-1 budding | Q99816 | Fluorescence polarization, FITC-PTAP peptide/Tsg101, 20 min | Potency, µM (doses to about 115 µM), for inactives: at the top dose activity change, negative = inhibition, usual class: inhibitors | 44,000 tested, under 10 active; also: potency is read from the fitted curve at half-maximal effect; 0% is about no effect
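The Tsg101 binding domain, at 10 uM final, is mixed with compound and a FITC peptide bearing the PTAP motif (50 nM final). After 20 min at r.t., polarization is measured; actives defined by CRC class, efficacy cut-off 60% inhibition.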
B2AR arrestin ag – ADRB2 beta-arrestin recruitment; 44,000 tested, under 10 active; AID 1347077; HTLA Tango cells, beta-arrestin recruitment, luciferase luminescence, 18 h; Potency, µM (series often up to 46.1 µM), inactives show at the highest dose activation, usual class: activators; P07550;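 also: potency is read from the fitted curve at half-maximal effect; 0% = DMSO and full agonism = EC100 isoproterenol or metaproterenol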
Target sequence (P07550 whole entry, looked up): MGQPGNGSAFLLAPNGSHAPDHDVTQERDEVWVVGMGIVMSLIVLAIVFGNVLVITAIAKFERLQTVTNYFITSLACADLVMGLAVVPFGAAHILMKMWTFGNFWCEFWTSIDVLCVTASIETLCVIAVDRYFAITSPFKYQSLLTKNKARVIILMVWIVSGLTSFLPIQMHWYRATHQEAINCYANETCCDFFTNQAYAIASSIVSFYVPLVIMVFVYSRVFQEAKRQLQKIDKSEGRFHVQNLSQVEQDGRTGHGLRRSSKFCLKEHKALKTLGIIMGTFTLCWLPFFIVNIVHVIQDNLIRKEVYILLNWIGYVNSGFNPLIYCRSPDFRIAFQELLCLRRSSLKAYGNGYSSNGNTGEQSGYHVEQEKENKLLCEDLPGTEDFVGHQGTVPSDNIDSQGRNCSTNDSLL
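Tango cells (recombinant beta2-AR, beta-arrestin, tTA-driven luciferase), 1500/well in DMEM 1% FBS, treated 18 h at 37 °C with compounds up to 46 µM; luciferin mix added, luminescence read after 15 min; %activity curves fitted and curve-classed.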
FH mod – Identification of activators of human fumarate hydratase by quantitative high-throughput screening. FH coupled MDH/diaphorase resazurin fluorescence, 15 min. Fumarate hydratase, mitochondrial (Homo sapiens), P07954. Potency, µM (titrated, usually from 79.9 µM), inactives show at the top dose activity change, negative = inhibition, usual class: inhibitors. 54,000 compounds, 0.22% hits. AID 1347055, 2019; also: potency is read from the fitted curve at half-maximal effect; % is scaled to controls: 0 for no effect and ±100 for the full control effect; the screen sought activators but most active calls are inhibition curves; nearly all actives have a fitted effect of over 45% in size
NTMT1 inh – blocks human N-terminal methyltransferase 1 activity | NTMT1 MTase-Glo SAH luminescence, purified enzyme | 59,000 compounds, 2.5% hits | Q9BV86 | AID 1645870 | Potency, µM (series often up to 114 µM), without a hit: at the highest dose activity change, negative = inhibition, most hits filed as inhibitors;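 also: potency is read from the fitted curve at half-maximal effect; plate controls were DMSO vehicle for no effect and no enzyme for full effect; nearly all actives have a fitted effect of over 65% in size; many of its hits are not listed in these tables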
Target sequence (Q9BV86 whole entry, looked up): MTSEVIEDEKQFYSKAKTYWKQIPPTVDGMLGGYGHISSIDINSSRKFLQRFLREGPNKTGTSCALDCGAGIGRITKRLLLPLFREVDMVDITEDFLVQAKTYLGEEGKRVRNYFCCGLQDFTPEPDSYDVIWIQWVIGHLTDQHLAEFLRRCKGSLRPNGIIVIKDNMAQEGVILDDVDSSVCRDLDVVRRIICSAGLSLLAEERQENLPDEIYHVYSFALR
GALK inhibitor – inhibitors of human galactokinase (GALK); recombinant GALK, Kinase-Glo ATP luminescence, 1 h; Potency, µM (titrated, usually from 57.5 µM), for inactives: top-dose activity, negative = inhibition, most hits filed as inhibitors; 44,000 tested, under 10 active; AID 1347072;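 also: plate controls were full GALK reaction for no effect and reaction lacking GALK for full effect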
Target sequence (P51570 whole entry, looked up): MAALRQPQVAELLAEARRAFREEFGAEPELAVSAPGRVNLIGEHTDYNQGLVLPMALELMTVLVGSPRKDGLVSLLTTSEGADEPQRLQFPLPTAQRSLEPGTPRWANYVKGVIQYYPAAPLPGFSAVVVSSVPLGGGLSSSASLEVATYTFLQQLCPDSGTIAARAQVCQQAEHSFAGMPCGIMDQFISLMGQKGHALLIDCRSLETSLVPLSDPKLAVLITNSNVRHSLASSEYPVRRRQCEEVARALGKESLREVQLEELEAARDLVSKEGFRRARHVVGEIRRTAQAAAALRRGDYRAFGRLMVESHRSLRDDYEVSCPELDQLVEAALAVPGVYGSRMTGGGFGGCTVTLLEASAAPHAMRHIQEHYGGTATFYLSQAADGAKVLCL
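Luminescent ATP-depletion readout (Kinase-Glo Plus, 10 min) after 1 h RT reaction of 5 nM GALK, 35 uM ATP, 100 uM galactose, pH 8.0 HEPES buffer. Decreased kinase activity scored as inhibition.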
p53null 32C kill – p53 null cell cytotoxicity, permissive temperature. Potency, µM (top dose mostly 46.1 µM), without a hit: at the highest dose activity change, negative = cytotoxicity, actives largely listed as cytotoxic. 55,000 compounds, 0.62% hits. H1299-neo p53 null cells, ATP luminescence, 24 h, 32C. AID 903;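 also: potency is read from the fitted curve at half-maximal effect; 0% = DMSO only and -100% = full killing by 100 µM tamoxifen; nearly all actives have a fitted effect of over 55% in size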
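ATP-content luminescence in p53-null H1299-neo cells after 24 h compound exposure (up to 46 uM) at 32C permissive temperature; 0% and 100% killing set by DMSO and 100 uM tamoxifen; Hill-equation AC50.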
p53null 39C kill – selectivity test: cytotoxicity in p53 null cells, nonpermissive temperature; 55,000 compounds, 0.97% hits; H1299 p53-null (neo) cells, 39C, ATPlite viability, 24 h; Potency, µM (titrated, usually from 46.1 µM), inactives show at the top dose activity, negative = cell killing, actives largely listed as cytotoxic;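 also: potency is read from the fitted curve at half-maximal effect; 0% = DMSO only and -100% = full killing by 100 µM tamoxifen; nearly all actives have a fitted effect of over 50% in size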
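Luminescent ATP signal reported cell survival after H1299 lines (neo, p53 null; or p53 A138V) received up to 46 uM compound and 24 hr incubation at 39C.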
* marks the source's active call; other numbers are inactive results; ? = inconclusive; . = no result given; [ ] = dose if it differs, or a comment. Calls follow the shape of the dose curve; as a rule, active = well fitted curve in the direction sought with a large enough effect; inconclusive = small, poorly fitted or top-dose-only effect, or another doubt; inactive = no such curve, though single readings can be large; an effect the other way counts as inactive or inconclusive.

SMILES	TSG101-PTAP inh	B2AR arrestin ag	FH mod	NTMT1 inh	GALK inhibitor	p53null 32C kill	p53null 39C kill
COC(=O)c1ccc(C2C=C(c3ccc(Cl)cc3)Nc3nc4ccccc4n32)cc1 (centres undefined)	-2.7%	2.4%	-25.2%	3.7%	0.5%	10µM*	10µM*
O=C(NCC(c1cccnc1)N1CCN(c2ccccc2F)CC1)C(=O)Nc1ccc(F)cc1F (centres undefined)	-2.5%	0.2%	-2.8%	13.9%	1.5%	-2.1%	-3.8%
CCOC(=O)c1[nH]c2c(c1Cc1ccccc1)C(=O)CC(c1ccccc1)C2 (centres undefined)	1.1%	-2.1%	-18.8%	?	1.5%	27.2%	49.8%[activator]
CCOc1ccc(CCNC(=O)CCCn2nc(C)c3sc4ccccc4c3c2=O)cc1	-2.2%	-2.6%	-1.9%	-16.9%	-10.9%	2.4%	6.4%
Cc1cc(Br)ccc1NC(=O)C1CCN(S(=O)(=O)c2cccc3nsnc23)CC1	1.4%	0.8%	-4.4%	-17.0%	0.6%	6.3%	-11.9%
COc1cc(Nc2nc(SCc3ccccc3Cl)nc3ccccc23)cc(OC)c1	2.4%	-1.0%	-22.1%	12.4%	-0.3%	-0.7%	-4.2%
Cc1ccc(C)c(Cn2c(=O)n(Cc3ccco3)c(=O)c3oc4ccccc4c32)c1	5.7%	-0.3%	11.0%	1.8%	0.8%	8.1%	-3.3%
Cc1cccc(CNC(=O)C2CCN(c3nc4ccc(Cl)cc4[nH]3)CC2)c1	-1.2%	-0.1%	-11.6%	0.9%	-8.9%	4.4%	-9.1%
COC(=O)c1ccccc1NC(=O)c1cc(-c2ccc(Cl)cc2)on1	-0.6%	-1.3%	3.6%	7.0%	2.0%	0.1%	3.4%
Cc1ccc(-n2c(=O)[nH]c3sc4c(c3c2=O)CCCC4)cc1	0.2%	-1.4%	17.9%	33.3%[activator]	6.0%	-3.8%	?
COc1cccc(C(=O)Nc2nc3nc(C)c(Cc4ccccc4)c(=O)n3[nH]2)c1	1.0%	-1.2%	-14.3%	16.1%	0.3%	-3.6%	?
COC(=O)c1c(NC(=O)CCCOc2ccccc2)sc2c1CCC(C)C2 (centres undefined)	-3.5%	-0.8%	-14.2%	-3.5%	0.8%	-6.7%	-2.4%
COC(=O)c1cc(S(=O)(=O)N2CCN(c3cc(Cl)ccc3C)CC2)c[nH]1	0.9%	0.4%	?	-4.3%	3.2%	19.9%	-11.4%
CCc1nn(CC(=O)N2CCN(c3cccc(C)c3)C(C)C2)c(=O)c2cc3sccc3n12 (centres undefined)	1.7%	-0.6%	-16.6%	12.4%	3.5%	13.0%	6.2%
CCn1cc2nc(SCc3cccc(C(F)(F)F)c3)n(CCc3ccccc3)c(=O)c2n1	-5.2%	-0.6%	31.6µM*	-4.9%	-1.8%	18.1%	17.2%
CCOc1cccc2sc(NC(=O)c3ccc(S(=O)(=O)N4CCCc5ccccc54)cc3)nc12	-0.9%	-0.6%	-3.3%	8.7%	1.2%	-2.6%	2.0%
Cc1ccc(S(=O)(=O)N2CCC(c3ccncc3)CC2)c(C)c1	-2.8%	-3.4%	-1.7%	?	1.3%	-5.2%	0.0%
Cc1ccc(NC(=O)Cn2nc(-c3ccccc3)nc(Cc3ccccc3)c2=O)cc1	-0.4%	-3.0%	3.6%	-1.7%	1.7%	-1.9%	4.3%
CCOC(=O)c1cccc(NC(=O)N2CC=C(c3c[nH]c4ccccc34)CC2)c1	66.0%[activator]	-0.2%	-7.6%	-15.1%	-0.1%	-1.4%	10.9%
COc1cc(CNC(=O)c2sc3ncccc3c2-n2cccc2)cc(OC)c1OC	-3.5%	1.9%	-6.6%	-11.7%	3.9%	-4.9%	6.2%
O=C(Nc1cccc(C(F)(F)F)c1)c1cc(-c2ccc(Cl)cc2)on1	-0.6%	0.2%	1.5%	7.8%	5.6%	0.7%	16.3%
O=C1CC(c2nc(-c3ccccc3)no2)CN1c1ccccc1 (centres undefined)	-4.8%	0.2%	-26.8%	3.2%	0.7%	-3.0%	-8.5%
COc1ccc2oc(-c3ccc(C)c(NC(=O)c4cccnc4)c3)nc2c1	-0.5%	-0.9%	4.2%	-3.5%	-0.8%	4.8%	24.1%
CN1CCN(c2ccc(-c3nc(-c4ccccc4)no3)cc2[N+](=O)[O-])CC1	-5.2%	-2.3%	-10.0%	0.8%	2.3%	2.5%	-3.0%
O=C(Cn1c(-c2cccs2)cc2ccccc21)NCCCN1CCN(c2cccc(Cl)c2)CC1	-2.1%	-1.0%	-19.4%	4.4%	2.0%	-4.0%	?
Cc1ccc(CSc2nc3ccccc3c3nc(CCn4c(C)nc5ccccc54)nn23)cc1	-0.5%	-2.8%	-14.0%	-1.4%	-8.0%	3.2%	8.8%
CCOC(=O)C1=C(C(F)(F)F)Nc2ncnn2C1c1cccc(OC)c1OC (centres undefined)	-0.7%	-0.7%	3.9%	17.6%	-0.1%	4.2%	1.7%
COc1ccc(-c2cc(C(F)(F)F)n3nc(C(=O)NCC45CC6CC(CC(C6)C4)C5)cc3n2)cc1OC	0.7%	-0.3%	4.1%	?	0.4%	4.3%[9.22 µM]	2.8%
COc1ccc(CC(=O)N2CCc3cc(OC)c(OC)cc3C2COc2ccc(F)cc2)cc1OC (centres undefined)	-4.1%	1.6%	-2.7%	8.9%	2.3%	1.3%	0.5%
CC(C)(C)c1ccc(S(=O)(=O)NCc2ccc3c(c2)CCN3C(=O)c2ccccc2)cc1	-3.7%	-0.1%	-16.3%	14.9%	0.2%	20.0%	19.6%
CCOC(=O)C1=C(C)NC(=O)NC1c1cn(-c2ccccc2)nc1-c1ccc(OC(C)C)cc1 (centres undefined)	-4.0%	-2.0%	-23.0%	-0.3%	-14.6%	25.8%	?
CCOC(=O)c1cccc(NC(=O)C(Cc2ccccc2)NS(=O)(=O)c2cccc3nsnc23)c1 (centres undefined)	-2.7%	0.8%	-35.3%	1.1%	7.9%	19.2%	25.3%
CC(C)(C)c1ccc(-c2nc(SCCOc3ccc(Cl)cc3)n3[nH]c(=O)cc3n2)cc1	-4.4%	-0.1%	.	.	3.1%	30.1%[activator]	?
Cc1ccc(NC(=O)NCc2cccn2Cc2ccccc2)c(C)c1	-0.1%	-0.3%	-3.7%	-1.3%	0.8%	-6.2%	0.3%
Cn1c(=O)n(C)c2cc(NS(=O)(=O)c3ccc(F)cc3)c(NCc3ccccc3)cc21	-0.5%	0.0%	.	.	-10.1%	-22.1%	?
CCOC(=O)c1c(C)oc2ccc(N(C(=O)Oc3ccccc3)S(=O)(=O)c3ccccc3)cc12	-0.2%	-0.3%	-24.1%	-4.0%	1.6%	4.0%	12.4%
CCc1ccc2nc(N3CCN(C(=O)C4CC4)CC3)sc2c1	-1.7%	-2.2%	-3.0%	-6.7%	0.1%	-20.2%	19.6%
Cc1c(Cl)cccc1NC(=O)CSc1cc(-c2ccccc2)ncn1	3.7%	-4.7%	6.9%	-2.0%	0.1%	4.0%	-11.9%
COc1ccc(S(=O)(=O)N2CCC(n3c(C)nc4cccnc43)CC2)cc1Cl	-1.4%	1.4%	.	.	3.9%	-8.1%	-13.3%
Cc1c(CCC(=O)NCCc2ccccc2)c(=O)oc2cc(O)ccc12	-3.3%	-0.7%	.	.	0.1%	-3.5%	19.1%
CCCn1c(CCC(=O)Nc2cc(C(=O)OC)cc(C(=O)OC)c2)nc2cccnc21	0.7%	0.4%	2.6%	-16.7%	-0.1%	35.0%[activator]	0.4%
CCC(C)OC(=O)/C(C#N)=C\c1ccc(-c2cccc(C(F)(F)F)c2)o1 (centres undefined)	-2.1%	0.3%	-5.0%	11.6%	-0.6%	3.2%	25.5%
O=C(CSc1ncc(-c2ccccc2)[nH]1)Nc1cccc(C(F)(F)F)c1	-6.2%	0.7%	?	1.2%	-6.8%	1.9%	?
CC(=O)N1CCCc2cc(S(=O)(=O)Nc3ccc(Cl)cc3F)ccc21	-0.2%	-0.2%	-15.2%	5.3%	0.5%	21.2%	-3.1%
COc1ccccc1NC(=O)C1=C(C)Nc2nc(SCC(=O)c3ccc(C)cc3)nn2C1c1ccccc1C (centres undefined)	-0.5%	-0.8%	-7.3%	1.2%	-5.3%	-2.7%	9.6%
O=C(COc1ccccc1F)Nc1ccc(-c2nc3ccccc3s2)cc1	1.4%	-3.2%	-0.1%	2.0%	0.0%	0.4%	-20.9%
CCOc1ccc(NC(=O)c2cc3c(=O)n(Cc4cccs4)ccc3nc2C)cc1	0.7%	2.9%	-17.6%	-16.1%	-0.3%	8.0%	-7.5%
O=c1c(N2CCc3ccccc3C2)csc2ccccc12	-2.4%	1.5%	-15.8%	?	-3.1%	-12.2%	-12.6%
Cc1ccccc1OCCCn1c(CCNC(=O)C2CCCCC2)nc2ccccc21	2.0%	-3.0%	-27.8%	-1.4%	6.6%	16.0%	-21.1%
CCOc1ccc(CNC(=O)c2cc3ccccn3n2)cc1OC	-6.1%	1.1%	.	.	-0.4%	0.8%	4.5%
(listing goes on)
SMILES	TSG101-PTAP inh	B2AR arrestin ag	FH mod	NTMT1 inh	GALK inhibitor	p53null 32C kill	p53null 39C kill
CCc1ccc(-n2c(=O)c3c4c(sc3n(Cc3ccc(F)cc3)c2=O)CCCC4)cc1	-1.4%	1.0%	-6.0%	0.4%	0.0%	-5.3%	10.2%
CCN(CC)S(=O)(=O)c1ccc2c(c1)N(CC(=O)Nc1cccc(C#N)c1)C(=O)CO2	1.6%	0.6%	-14.2%	1.5%	2.0%	1.8%	-9.3%
COc1ccc(C2CC(=O)c3c([nH]c(C(=O)OC4CCCCCC4)c3C)C2)cc1OC (centres undefined)	0.4%	0.7%	-21.6%	89.1µM*	-10.0%	-1.4%	-10.1%
COc1cc(-c2nc3ccc(Cl)cn3c2Nc2ccc3c(c2)OCCO3)ccc1O	-5.9%	-1.0%	?	?	-6.1%	14.2%	-0.5%
COc1ccc(N2CCN(C(=O)CCc3c(C)nn(-c4ccc(N5CCCC5)nn4)c3C)CC2)cc1	-8.2%	0.5%	.	.	-1.5%	-1.2%	9.5%
Cc1sc(-c2cc3ccccc3oc2=O)nc1-c1ccc(Cl)c(Cl)c1	-11.1%	-1.4%	-7.3%	3.9%	0.7%	0.8%	4.8%

Complete entries, quoted from the list. Screens in order: TSG101-PTAP inh	B2AR arrestin ag	FH mod	NTMT1 inh	GALK inhibitor	p53null 32C kill	p53null 39C kill
COc1ccc(-c2cc(C(F)(F)F)n3nc(C(=O)NCC45CC6CC(CC(C6)C4)C5)cc3n2)cc1OC across the screens: 0.7%	-0.3%	4.1%	?	0.4%	4.3%[9.22 µM]	2.8%
Cc1c(Cl)cccc1NC(=O)CSc1cc(-c2ccccc2)ncn1 across the screens: 3.7%	-4.7%	6.9%	-2.0%	0.1%	4.0%	-11.9%
CCc1ccc2nc(N3CCN(C(=O)C4CC4)CC3)sc2c1 across the screens: -1.7%	-2.2%	-3.0%	-6.7%	0.1%	-20.2%	19.6%

Only part of the results is shown (hit frequency here may not be typical).
